# tim23-1 inh: tim23-1 yeast growth inhibition | S. cerevisiae tim23-1 growth, BacTiter-Glo luminescence, 24 h | inhibition, % at 20 µM | hit rate 1.3% among 330,000;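 active = growth inhibition of the mutant yeast at or above 50%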;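 note: temperature-sensitive mutant grown at 25 °C; plate controls were DMSO-treated mutant yeast for no effect and medium wells lacking yeast for full effect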
# TIM10 inh: TIM10 yeast growth inhibition. inhibition, % at 10 µM. S. cerevisiae TIM10 strain growth, BacTiter-Glo luminescence, 24 h. hit rate 1.4% among 330,000;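 active = inhibition of 40% or more at the single tested concentration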;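 note: wild-type TIM10 isogenic control strain grown at permissive 25 °C; 0% = DMSO yeast wells and 100% = minimal medium wells without yeast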
# UPR XBP1 act: adaptive UPR (XBP1) activation; CHO-XBP1 luciferase reporter, IRE1-XBP1 UPR activation, luminescence; percent of tunicamycin response, DMSO as zero; activation, % at 20 µM; hit rate 0.33% among 330,000;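 active = versus positive control, 20 µM dose yields 30% or more activation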;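 note: 100% = tunicamycin at 10 µg/mL and 0% = DMSO only wells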
#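 Material: CHO cell line with stable XBP1 luciferase reporter; buffer or medium: F12 medium containing 10% fetal bovine serum; compound: single point, 20 µM final compound, 1% DMSO; incubation: 6 h treatment, 37 °C; measured by: glow luminescence from Steady-Glo reagent; evaluation: activation, % of tunicamycin; control set: tunicamycin high, DMSO low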
# GRIN3A LBD mod: modulates the human NR3A ligand-binding domain; NR3A LBD differential scanning fluorimetry, Tm shift; 0% = protein alone, 100% = glycine-bound protein; Tm shift relative to glycine control, % at 25 µM; hit rate 2.5% among 340,000; AID 1259313;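 active = melting temperature shift of at least 10% of the positive control shift, at one fixed dose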
# APJ ag: activates the human apelin receptor APJ. P35414. CHO-K1 APJ PathHunter beta-arrestin, luminescence; 0% DMSO wells, 100% apelin. activation, % at 20 µM. hit rate 0.11% among 330,000. AID 2520;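 active = activation more than six SD over the plate average, tested at 20 µM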;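 note: 0% = DMSO alone and 100% = apelin-13 at 10 nM; some results filed as inactive read as strong as hits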
# Target sequence (P35414 whole entry, looked up): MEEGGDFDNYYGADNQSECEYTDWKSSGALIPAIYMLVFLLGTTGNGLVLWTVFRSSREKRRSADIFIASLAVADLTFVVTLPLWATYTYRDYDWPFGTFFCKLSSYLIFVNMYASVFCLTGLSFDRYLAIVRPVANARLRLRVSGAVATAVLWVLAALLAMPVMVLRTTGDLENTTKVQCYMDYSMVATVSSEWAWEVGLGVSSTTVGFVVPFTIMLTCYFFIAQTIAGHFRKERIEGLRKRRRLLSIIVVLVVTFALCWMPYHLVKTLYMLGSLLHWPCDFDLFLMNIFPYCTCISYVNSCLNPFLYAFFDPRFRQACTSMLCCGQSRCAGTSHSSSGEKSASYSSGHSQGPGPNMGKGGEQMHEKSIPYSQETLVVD
#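 Test system – PathHunter CHO-K1 APJ (AGTRL-1) beta-arrestin reporter cells · Input – 1000 cells/well · Compound – single test compound dose, 20 µM final, 1% DMSO · Times – compound stimulation 90 min at 25 °C, detection 60 min · Technique – beta-gal luminescence · Read-out basis – APJ–arrestin association signal · Control set – negative DMSO alone, positive Apelin-13 at 10 nM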
# Mdm2 MdmX PPI: disrupts the human Mdm2-MdmX interaction | hit rate 3% among 330,000 | AID 485346 | O15151+Q00987 | inhibition, % at 8 µM | SaOS-2 split-luciferase Mdm2/MdmX complementation, luminescence;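 active = inhibition of at least 50% at 8 µM in the primary screen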
# NLRP3 yeast inh: inhibitors of NALP3 inflammasome in yeast; Yeast reconstituted NLRP3/ASC/caspase-1, beta-gal luminescence, 24 h; inhibition, % at 10 µM; hit rate 0.39% among 330,000;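 active = inhibition of 50% or more; inactive = inhibition below 50%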;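 note: plate controls were induced DMSO wells for no effect and uninduced yeast grown without galactose for full effect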
# UPR CHOP act: apoptotic UPR (CHOP) activation; hit rate 0.34% among 330,000; CHO-CHOP luciferase reporter, luminescence; percent of tunicamycin response over DMSO baseline; activation, % at 10 µM;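 active = at 10 µM dose, activation of 40% or more, normalized to positive control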;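 note: 100% = tunicamycin at 10 µg/mL and 0% = DMSO alone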
#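 assay system = CHO CHOP reporter cells | amount = 500 CHO-CHOP cells per well | buffer or medium = F12 with 10% FBS | incubation = 16-18 h cell attachment, then 6 h compound exposure, 37 °C | detection = luminescence read with Steady-Glo | read-out = percent activation relative to tunicamycin control | controls = tunicamycin high control, DMSO low control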
# tim10-1 inh: tim10-1 yeast growth inhibition | S. cerevisiae tim10-1 ts strain growth, BacTiter-Glo, 24 h | inhibition, % at 20 µM | hit rate 2.2% among 330,000;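 active = inhibition of at least 40%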;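 note: mutant grown at 25 °C; 0% = DMSO wells with yeast and 100% = wells holding no yeast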
# * = called active by the depositor; / = no result given.
SMILES,tim23-1 inh,TIM10 inh,UPR XBP1 act,GRIN3A LBD mod,APJ ag,Mdm2 MdmX PPI,NLRP3 yeast inh,UPR CHOP act,tim10-1 inh
NC1=NC(=O)/C(=C/c2ccccc2OS(=O)(=O)c2ccccc2)S1,-2,-4,0,0,-1,25,8,2.0,4
O=[N+]([O-])c1cccc(/C=C/c2ccncc2)c1,-2,15,1,-2,0,17,-8,1.1,5
O=C(CN1CCC(O)(c2ccccc2)CC1)Nc1ccc2c(c1)OCCO2,1,-4,-1,-2,-2,20,23,-2.3,5
CNC(=O)c1ccccc1S(=O)c1ccccc1C#N (stereo unspecified),7,-10,-2,0,2,-21,11,0.0,0
CCc1nc(C)cn1S(=O)(=O)c1cc(OC)c(C)cc1C,8,5,-2,4,-2,9,24,-2.0,14
CN1CCN(S(=O)(=O)c2ccc(NC(=S)NC(=O)C3CCCC3)cc2)CC1,18,1,-1,-1,-3,4,0,-0.4,4
Cc1noc(C)c1CSCC(=O)Nc1cc(Cl)ccc1N1CCOCC1,17,10,-7,1,1,4,18,0.0,20
O=C(Nc1cccc2ncccc12)c1ccc(F)cc1,28,20,-2,12*,3,-9,3,-1.8,13
CCOc1ccc(Nc2ncnc3c2cnn3C)cc1,18,-4,0,-1,0,28,19,2.6,13
O=C1CC(c2nc3ccccc3[nH]2)CN1c1ccccc1F (stereo unspecified),8,4,0,-2,2,-3,-5,1.4,-6
Cc1ccsc1C1C(C#N)=C(N)OC2=C1C(=O)CC(C)C2 (stereo unspecified),13,-2,0,1,-3,8,-3,-1.8,-9
COc1ccc(CCC(=O)Nc2ccc(OC)c(S(=O)(=O)N3CCCCC3)c2)cc1,2,6,-4,0,-2,17,5,-0.4,-16

# Overlap with the part before: 2 compounds; new compounds follow.
SMILES,tim23-1 inh,TIM10 inh,UPR XBP1 act,GRIN3A LBD mod,APJ ag,Mdm2 MdmX PPI,NLRP3 yeast inh,UPR CHOP act,tim10-1 inh
Cc1ccsc1C1C(C#N)=C(N)OC2=C1C(=O)CC(C)C2 (stereo unspecified),13,-2,0,1,-3,8,-3,-1.8,-9
COc1ccc(CCC(=O)Nc2ccc(OC)c(S(=O)(=O)N3CCCCC3)c2)cc1,2,6,-4,0,-2,17,5,-0.4,-16
CCc1c(C)nc(N)n2c(SCC(=O)N3CCCC(C)C3)nnc12 (stereo unspecified),12,-7,-2,5,-6,2,11,-1.5,-8
Cc1cc(C)nc(N2CCCC(C(=O)Nc3nnc(C)s3)C2)n1 (stereo unspecified),-6,10,-1,1,-5,-4,8,-2.8,15
O=C(C1CCC1)N1CCN(S(=O)(=O)c2ccc(Br)cc2Cl)CC1,19,17,-1,-2,-4,-11,24,-0.6,32
O=C(c1cccc(NS(=O)(=O)c2cccc(F)c2)c1)N1CCCC1,6,1,-7,1,-5,-25,6,-0.4,-3
Nc1c(C(=O)O)sc2nc3c(cc12)CCCC3,5,18,0,1,-2,18,20,-1.0,1
COC(=O)c1ccc(N2C(=O)CC(SCCN)C2=O)cc1 (stereo unspecified),4,-9,-3,12*,0,3,10,5.2,12
Cc1ccc(NC(=O)CSCC(=O)OC(C)C(=O)Nc2ccc(S(N)(=O)=O)cc2)c(C)c1 (stereo unspecified),-13,-6,0,2,-4,1,7,2.3,-20
CCOc1ccc(NC(=O)c2ccc(NC(=O)c3ccc(CN4CCOCC4)cc3)cc2)cc1,-3,-20,-1,-1,-4,8,-1,1.3,6
CCCc1ccc2oc(C(=O)N(C)Cc3cnccn3)c(C)c2c1,5,4,-5,0,-2,-10,28,4.4,4
O=C(CCCn1c(=S)[nH]c2ccccc2c1=O)N1CCOCC1,3,-1,0,-1,-1,-2,3,-0.4,8
CCSc1c(C(=O)NC)ccc2c1C(=O)c1ccccc1C2=O,1,11,-1,0,1,2,33,0.7,-11
COc1ccc(CNc2nc(-c3cccnc3)nn2S(C)(=O)=O)cc1,-10,4,-3,0,-2,5,24,1.4,-1
O=C(Cc1cccs1)Nc1cccc(-c2nc3ccccc3o2)c1,15,16,1,0,10,-50,3,1.8,14
COc1ccc(/C=C/C(=O)O)cc1COc1ccccc1C,26,8,-1,-3,-3,17,16,-1.9,6
CN1CCN(CCCNC(=O)c2cn(C)c3ccc(S(=O)(=O)N(C)C)cc3c2=O)CC1,9,5,3,0,-4,6,19,-0.4,9
C/C(CC(=O)NCC(C)C)=N\NC(=O)COc1cc(C)c(Br)cc1Br,16,16,-3,0,1,13,7,-0.4,17
Cn1ccc(C(=O)N/N=C/c2ccccc2[N+](=O)[O-])n1,-1,-6,1,-1,-1,-1,4,3.9,-16
CC(=O)N/C(=C/c1ccc(OS(=O)(=O)c2ccc(C)cc2)cc1)C(=O)Nc1ccc(C(=O)O)cc1,10,10,-1,-2,-3,13,10,-0.4,-12
Cc1cc(C)n(Cc2cccc(F)c2)c(=O)c1C#N,1,10,1,0,-2,1,-10,1.8,9
C/C(=N/NC(=O)C1COc2ccccc2O1)c1ccc(Br)s1 (stereo unspecified),9,7,3,-14,0,34,11,2.6,-10
Cc1ccsc1C(=O)OC(C)C(=O)Nc1ccc(Cl)cn1 (stereo unspecified),28,-20,-1,-1,-4,5,33,0.3,-14
Cc1nnc(SCC(=O)NNC(=O)c2ccco2)s1,3,-7,-3,-1,-4,1,9,-0.7,5
Cc1cc(=O)[nH]c2ccc(S(=O)(=O)NC3CCCCC3)cc12,-6,4,-1,-3,-7,32,5,0.2,-9
Cc1cc(C(=O)N/N=C/c2ccc(Cl)c([N+](=O)[O-])c2)c(C)n1-c1ccc(F)cc1,19,21,2,2,0,96*,-12,8.4,5
CC(=O)N1c2ccc(F)c(F)c2C[C@H]1C,3,-1,3,5,-3,2,17,1.1,-3
C(/C=C/c1ccccn1)=C\c1ccccc1,1,6,-5,0,-6,-156,30,0.4,16
CCNC(=O)CCc1nc(-c2ccc(C(C)(C)C)cc2)no1,7,9,-5,2,8,-103,36,-8.6,18
O=C(COC(=O)c1ccc(Br)o1)NCc1ccc(F)cc1,26,5,0,0,-4,-28,4,0.9,34
CC(C)[C@@H](C(=O)NC1CCCC1)N1C(=O)N2CCc3c([nH]c4ccccc34)[C@@]2(C)C1=O,26,14,-1,-3,-3,-21,6,-0.3,26
N#CCCN(Cc1cccs1)C(=O)Nc1ccc(F)cc1,-3,1,-1,-1,-3,4,2,-0.3,-9
COc1ccc(C(=O)CN2C(=O)c3ccccc3S2(=O)=O)cc1,19,14,-8,-1,-1,94*,18,-7.4,2
Cc1cc(=O)[nH]c(N/N=C/C2=C(N3CCOCC3)C(=C\c3ccc(Cl)cc3)/CC2)n1,20,11,-1,-2,-1,33,6,0.5,38
Cc1ccccc1-c1nnn(Cc2ccc(-c3nn[nH]n3)cc2)n1,3,-8,1,-5,0,8,9,-0.2,1
CN(CC(=O)Nc1ccccc1Cl)C(=O)CSc1nnc(-c2ccco2)o1,-1,13,-1,-1,-1,17,5,1.8,11
Cc1ccccc1NC(=O)CCC(=O)N/N=C/c1ccc(F)cc1,-5,-9,-2,-3,0,2,3,-0.6,-15
COc1ccc(Cl)cc1NS(=O)(=O)N1CCOCC1,1,8,-4,-1,2,-5,17,-1.7,-5

# Only Mdm2 MdmX PPI, for six of the compounds above:
structure	Mdm2 MdmX PPI
COc1ccc(/C=C/C(=O)O)cc1COc1ccccc1C	17
Cc1noc(C)c1CSCC(=O)Nc1cc(Cl)ccc1N1CCOCC1	4
Cc1cc(C(=O)N/N=C/c2ccc(Cl)c([N+](=O)[O-])c2)c(C)n1-c1ccc(F)cc1	96*
Nc1c(C(=O)O)sc2nc3c(cc12)CCCC3	18
CC(C)[C@@H](C(=O)NC1CCCC1)N1C(=O)N2CCc3c([nH]c4ccccc34)[C@@]2(C)C1=O	-21
COc1ccc(CCC(=O)Nc2ccc(OC)c(S(=O)(=O)N3CCCCC3)c2)cc1	17

# Continuation.
SMILES,tim23-1 inh,TIM10 inh,UPR XBP1 act,GRIN3A LBD mod,APJ ag,Mdm2 MdmX PPI,NLRP3 yeast inh,UPR CHOP act,tim10-1 inh
COc1ccc(N2C(=O)C(CC(=O)Nc3ccc(Cl)cc3)N(NC(=O)c3cccc(F)c3)C2=S)cc1 (stereo unspecified),1,-12,-1,16*,-5,-32,-17,1.6,4
CC1CCN(c2ccc(-c3ccc(NC(=O)c4ccco4)cc3)nn2)CC1,36,15,2,6,1,-30,33,2.6,5
CCCCSc1nc2c(cc1C#N)CCC2,5,-10,-2,3,-4,14,-2,1.2,1
Cc1ccc(CCN2CC(C(=O)NCCN3CCOCC3)CC2=O)cc1 (stereo unspecified),11,-3,0,1,1,-8,0,-1.8,6
CCc1cc(=O)[nH]c(SCc2cccc3ccccc23)n1,48,5,-3,1,-4,15,8,0.6,18
CCC(NC(=O)Cc1cccs1)c1ccccc1 (stereo unspecified),12,-9,-1,-1,-4,11,14,-0.5,-7
Cc1ccc(S(=O)(=O)N(C)c2ccc(OC(=O)c3cccs3)cc2)cc1C,9,-26,2,5,-3,8,20,2.0,-23
Cc1ccc(-c2noc(CNc3ccccc3)n2)cc1,24,5,4,-1,-2,5,41,5.7,10
CCCOc1ccc(NC(=O)c2c(-c3ccccc3)noc2C)cc1,2,-2,-3,0,-4,10,9,2.2,7
COc1ccc(C(=O)Nc2ccccc2C(=O)O)cc1Cl,4,8,1,-30,-3,-64,-8,3.5,1
O=c1sc2ccccc2c(N2CCCCC2)c1[N+](=O)[O-],15,-12,-2,1,-4,-12,3,1.5,9
O=S(=O)(CS(=O)(=O)c1ccc(Cl)cc1)c1ccc(Cl)cc1,17,-11,-1,3,-5,-7,5,-1.2,12
Nc1c(C(=O)NCCc2ccccc2)nnn1Cc1ccc(Cl)cc1,-12,-25,-1,1,-7,-10,-6,4.6,-3
COc1ccc2ccc(OCC(=O)Nc3cc(C)on3)cc2c1,11,-14,-1,2,-2,5,9,-1.8,-11
Cc1ccc(C)c(NC(=S)N(C2CCCCC2)C(C)c2cccnc2)c1 (stereo unspecified),7,-10,1,-1,-4,14,-5,1.8,9
CC(C)CC(=O)Nc1nnc(S(=O)(=O)N2c3ccccc3CC2C)s1 (stereo unspecified),10,0,-1,1,-3,35,18,0.1,4
CC1=CC(=C2C=CC(=O)C=C2)C=C(C)N1C,2,6,-2,/,1,14,-2,-1.8,-8
COc1ccc(CCNC(=O)C2CCC(=O)N2S(=O)(=O)c2ccc(C)cc2)cc1 (stereo unspecified),-4,-12,-1,1,-2,17,15,0.6,-1
CCOC(=O)c1c(NC(=O)COC(=O)c2cnccn2)sc(C)c1C,19,6,-2,-1,-5,38,8,0.2,12
CCc1ccccc1NC(=O)CC(=O)Nc1ccccc1CC,14,5,-1,0,-2,21,13,-0.4,24
COc1ccc(N2CCN(C(=O)CSc3nnc(-c4cccnc4)n3-c3ccc(F)cc3)CC2)cc1,-86,-46,1,0,0,20,8,0.2,-34
C/C=C/c1ccc(OCCCNC(C)CC)c(OC)c1 (stereo unspecified),2,-12,0,1,-6,0,6,-1.2,-1
COc1ccc(-c2cc(C(=O)N3CCOCC3)no2)cc1OC,11,0,1,1,-2,8,17,1.2,6
Cc1ccc(C(=O)OCC(=O)NCc2cccc(Cl)c2)cc1S(=O)(=O)N1CCCCC1,31,21,-3,-5,1,11,6,1.1,25

# Screens deposited in PubChem by Sanford-Burnham Center for Chemical Genomics.
